Screens as filed in PubChem BioAssay.
aSyn yeast inh = qHTS of alpha-syn Inhibitors; AID 652106, 2013; 370,000 tested, 0.14% active; Yeast expressing alpha-synuclein, growth rescue, BacTiter-Glo, 24 h; Potency, µM (top dose mostly 46.1 µM), for inactives: top-dose growth rescue (activation), hits mostly activators; further: potency means the concentration at half of the fitted maximal effect; % of control where 0% means no effect; nearly all actives have a fitted effect of over 65% in size
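Screening used galactose-induced yeast with toxic alpha-synuclein levels, exposed to compound for 24 hr at 30 deg C. Cell growth, read with BacTiter-Glo luminescence, gave the measured signal.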
TDP-43 yeast inh = qHTS of TDP-43 Inhibitors | TDP-43 expressing yeast growth rescue, BacTiter-Glo, 24 h | Potency, µM (highest dose often 46.1 µM), inactives show at the highest dose growth rescue (activation), actives largely listed as activators | 410,000 tested, 1.8% active; further: potency means the concentration at half of the fitted maximal effect; % of control where 0% means no effect; nearly all actives have a fitted effect of over 50% in size
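Luminescence from BacTiter-Glo reports growth of TDP-43-expressing yeast after 24 hr at 30 deg C with compound. Cells were raffinose-pregrown to mid-log, then seeded in galactose medium at OD600=0.02.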
HEK293 tox = qHTS of GLP-1 Receptor Inverse Agonists: Cytotox Screen | HEK293 cAMP-luciferase reporter cells, luminescence, 24 h | Potency, µM (series often up to 38.3 µM), for the others: at the highest dose activity change, negative = inhibition, usual class: inhibitors | 410,000 tested, 0.13% active | AID 624418, 2012;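 further: loss of luciferase light is scored as toxicity; potency means the concentration at half of the fitted maximal effect; on the % scale 0 is the no-effect control and ±100 the full control effect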
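Seeding density was 200 cells/uL; after overnight-length (12 h) culture, 23 nL compounds went on for 24 h at 37 °C. Readout used a luciferase detection reagent, luminescence taken after 12 min at room temperature.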
PTHR1 agonist = qHTS for PTHR1 Agonists: Primary Screen | Potency, µM (series often up to 115 µM), inactives show at the top dose activation, hits mostly activators | AID 743266, 2014 | HEK293 GP2 PTHR1 cells, GloSensor cAMP luminescence, 1 h | 410,000 tested, 0.075% active | Parathyroid hormone/parathyroid hormone-related peptide receptor (Homo sapiens), Q03431; further: potency means the concentration at half of the fitted maximal effect; nearly all actives have a fitted effect of over 55% in size; some results filed as inactive show a strong effect at the top dose; inactives centre near -15; many of its hits are not listed in these tables
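HEK-293-derived GP2 cells expressing PTHR1 and a GloSensor cAMP reporter, 3,000/well, plated overnight, given luciferin plus IBMX (each 0.5 mM as added) for 1 h at 37 °C, then compound for 1 h at 37 °C. Luminescence was read after 15 min at room temperature.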
D3 antag = qHTS of D3 Dopamine Receptor Antagonist: qHTS. D(3) dopamine receptor (Homo sapiens), P35462. 360,000 tested, 2.5% active. AID 652054, 2013. D3R cells, DiscoveRx beta-arrestin luminescence, antagonist mode; active compounds read low. max response, negative = inhibition, %; in the data active means max response below about -50%; inconclusive means no clear call, values can overlap the other calls; further: on the % scale 0 is the no-effect control and ±100 the full control effect; mostly tested at two doses, the higher about 12 µM
Target sequence (P35462 whole entry, looked up): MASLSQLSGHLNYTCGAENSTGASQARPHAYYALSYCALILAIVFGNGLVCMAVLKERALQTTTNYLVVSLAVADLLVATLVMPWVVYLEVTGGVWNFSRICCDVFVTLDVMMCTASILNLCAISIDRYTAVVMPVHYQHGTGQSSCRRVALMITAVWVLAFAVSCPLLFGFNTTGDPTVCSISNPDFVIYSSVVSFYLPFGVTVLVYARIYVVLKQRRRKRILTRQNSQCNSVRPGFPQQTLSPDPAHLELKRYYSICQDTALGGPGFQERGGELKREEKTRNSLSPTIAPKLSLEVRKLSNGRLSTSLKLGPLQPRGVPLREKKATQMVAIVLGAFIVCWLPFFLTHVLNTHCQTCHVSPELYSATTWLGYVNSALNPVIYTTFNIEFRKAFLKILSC
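Cells expressing the human receptor were seeded at 1500 cells/well, incubated overnight at 37 degrees C in 5% CO2, then exposed to library compounds with dopamine controls for 90 minutes at 37 degrees C before luminescent detection.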
GLP-1R inv ag = qHTS of GLP-1 Receptor Inverse Agonists (Inhibition Mode) | 410,000 tested, 1.6% active | Potency, µM (highest dose often 38.3 µM), for the others: at the highest dose activity change, negative = inhibition, most hits filed as inhibitors | AID 624417, 2012 | Glucagon-like peptide 1 receptor (Homo sapiens), P43220 | HEK293 GLP-1R CRE-luciferase, luminescence, 24 h; GLP-1R form is constitutively active; further: potency means the concentration at half of the fitted maximal effect; on the % scale 0 is the no-effect control and ±100 the full control effect; nearly all actives have a fitted effect of over 55% in size
Target sequence (P43220 whole entry, looked up): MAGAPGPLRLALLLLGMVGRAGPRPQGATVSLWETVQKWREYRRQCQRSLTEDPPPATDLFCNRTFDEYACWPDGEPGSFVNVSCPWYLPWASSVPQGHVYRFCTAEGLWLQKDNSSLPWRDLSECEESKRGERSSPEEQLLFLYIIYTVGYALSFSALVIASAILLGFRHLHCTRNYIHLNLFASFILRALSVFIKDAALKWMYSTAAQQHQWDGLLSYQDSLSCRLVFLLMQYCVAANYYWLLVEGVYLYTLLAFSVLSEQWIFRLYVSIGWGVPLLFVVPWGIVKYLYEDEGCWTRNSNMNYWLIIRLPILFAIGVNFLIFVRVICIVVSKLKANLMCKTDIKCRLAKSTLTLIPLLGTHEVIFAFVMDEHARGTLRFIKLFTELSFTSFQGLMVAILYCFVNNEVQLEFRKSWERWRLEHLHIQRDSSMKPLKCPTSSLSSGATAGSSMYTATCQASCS
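Using stably transfected HEK293 (constitutively active GLP-1R, cAMP-luciferase reporter), compounds were incubated 24 hr and luciferase measured by luminescence.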
GLP-1R agonist = qHTS of GLP-1 Receptor Agonists. Potency, µM (series often up to 45.6 µM), for the others: top-dose activation, usual class: activators. Glucagon-like peptide 1 receptor (Homo sapiens), P43220. 380,000 tested, 0.007% active. HEK293 GLP-1R CRE-luciferase, luminescence, 4-6 h; cells express a hypersensitive GLP-1R form; further: potency means the concentration at half of the fitted maximal effect; % of control where 0% means no effect
KB-V1 cytotox = qHTS assay for MDR1-selective chemotherapeutics: Primary screen using the drug-selected MDR subline cells KB-V1 | KB-V1 MDR cells viability, CellTiter-Glo, 72 h | Potency, µM (series often up to 46.1 µM), for inactives: top-dose activity change, negative = cytotoxicity, actives largely listed as cytotoxic | 400,000 tested, 3.4% active; further: potency means the concentration at half of the fitted maximal effect; on the % scale 0 is the no-effect control and ±100 the full control effect; nearly all actives have a fitted effect of over 60% in size
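In this primary screen, KB-V1 cells overexpressing P-gp are incubated with library compounds (lowest to highest concentration) for 72 h at 37 degrees C before a luminescent ATP viability read.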
DRD3 agonist = qHTS of D3 Dopamine Receptor Agonist: qHTS | D(3) dopamine receptor (Homo sapiens), P35462 | D3R DiscoveRx beta-arrestin cells, luminescence, 90 min | max activation, % | 410,000 tested, 0.58% active | AID 652048, 2013; in the data active means max activation above about 30%; further: 0% is about no effect; mostly tested at two doses, the higher about 12 µM
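Agonist-mode cell screen: cells plated at 1500/well and incubated overnight at 37 °C, then exposed to library compounds for 90 min at 37 °C. Detection reagent was added for 30–60 min at room temperature, and luminescence was read.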
Starred values were filed as active, the others as inactive; i = inactive; ? = inconclusive; · = not tested or not shown; & = joins results of further samples; [ ] = another dose, or the depositor's remark. Unless noted, the call rests on the fitted dose curve; in most records, active means well fitted curve in the direction sought with a large enough effect; inconclusive means small, poorly fitted or top-dose-only effect, or another doubt; inactive means no such curve, though single readings can be large; an effect the other way counts as inactive or inconclusive. The list is partial; the hit share may differ from the screen's.

The line under a structure holds: aSyn yeast inh | TDP-43 yeast inh | HEK293 tox | PTHR1 agonist | D3 antag | GLP-1R inv ag | GLP-1R agonist | KB-V1 cytotox | DRD3 agonist
- COc1cccc(C2CC(=O)N3CN(c4cccc(Cl)c4C)CSC3=C2C#N)c1OC (stereo not drawn)
    3% | 16% | -11% | -1% | 9 | -14% | 6% | 20% | 1
- O=C(Cc1csc(Nc2nc(=S)[nH]c3ccccc23)n1)NCc1ccccc1Cl
    2% | -2% | 3% | i | 14 | 9% | -2% | -24% | 12
- O=C(c1ccc(Cl)cc1)N1CCCC(C(=O)N2CCc3ccccc3C2)C1 (stereo not drawn)
    3% | 1% | -8% | i | -22 | ? | -2% | ? | -16
- CC[C@H](C)C(=O)O[C@H]1CCC=C2C=C[C@H](C)[C@H](CC[C@@H]3C[C@@H](O)CC(=O)O3)[C@H]21
    0%&15% | 16% | -18% | -25% | 4 | -35% | 17% | ? | 5&4
- O=S(=O)(Nc1nc2ccccc2nc1Nc1ccc2c(c1)OCO2)c1ccc(F)cc1
    3% | 14% | -3%[1.53 µM] | -11% | 10 | 7% | 2% | 5.8µM* | 19
- O=C(O)C1Cc2[nH]cnc2C(c2ccccc2O)N1 (stereo not drawn)
    -3% | 4% | 7% | 1% | 19 | 14% | 2% | -5% | 5
- COc1ccc(Cc2c(-c3ccc(OC)c(OC)c3)nc3cc(C)c(Br)c(C)n23)c(C)c1
    -8% | 0% | 7% | i | 42 | ? | 7% | -34% | 4
- CN(C)S(=O)(=O)n1cnc([C@@H]2[C@H]3C(=O)OC[C@@H]3C[C@@]23N=CN(Cc2ccccc2)C3=O)c1
    -6% | 4% | 16% | i | -24 | 1% | -5% | ? | 2
- Cc1ccc(N2C(=O)c3ccc(C(=O)N4CCN(c5ccc(C)c(C)c5)CC4)cc3C2=O)cc1
    2% | -1% | -1%[0.307 µM] | i | 8 | 13%[0.307 µM] | -23% | 0% | 3
- CSc1ncccc1C(=O)Nc1ccc(OC(F)(F)F)cc1
    2% | 1% | 0% | 0% | 3 | -19% | 9% | -19% | 5
- Cc1ccc(NC(=O)C(=O)NCC2(c3ccccc3)CCCC2)cc1C
    · | -13% | 13% | i | · | 5% | · | ? | -1
- CN(CC(=O)NC(=O)NCc1ccccc1)Cc1cccc(Cl)c1Cl
    -2% | -10% | -23% | i | 0 | 10µM* | 0% | 0% | -12
- CC(=O)N1CCN(c2ccc(NC(=O)c3ccc(Cl)c(Cl)c3)cc2)CC1
    0% | 7% | -18% | -27% | 10 | 14% | 17% | 5% | 3
- COc1ccc(OC)c(CN2CCN(C(=O)CNC(=O)c3ccc(C(C)(C)C)cc3)CC2)c1
    -1%[1.84 µM] | 2% | -32% | -12% | 2 | ? | 16% | 1% | -10
- O=C(OCc1cc(=O)n2ccsc2n1)c1ccc(O)cc1O
    2% | 2% | 1% | -24% | -12 | 34%[activator] | 20% | 0% | 8

Rewritten tab-delimited: 2 of the compounds above.
structure	aSyn yeast inh	TDP-43 yeast inh	HEK293 tox	PTHR1 agonist	D3 antag	GLP-1R inv ag	GLP-1R agonist	KB-V1 cytotox	DRD3 agonist
Cc1ccc(NC(=O)C(=O)NCC2(c3ccccc3)CCCC2)cc1C	·	-13%	13%	i	·	5%	·	?	-1
CN(CC(=O)NC(=O)NCc1ccccc1)Cc1cccc(Cl)c1Cl	-2%	-10%	-23%	i	0	10µM*	0%	0%	-12

(next part)
The line under a structure holds: aSyn yeast inh | TDP-43 yeast inh | HEK293 tox | PTHR1 agonist | D3 antag | GLP-1R inv ag | GLP-1R agonist | KB-V1 cytotox | DRD3 agonist
- CCOC(=O)C(NCc1ccco1)(NC(=O)c1ccc(OC)cc1)C(F)(F)F (stereo not drawn)
    1% | 13% | -14% | i | 5 | 6% | 12% | 2% | 0
- O=S(=O)(NCC(O)c1ccccc1)c1cc(Cl)sc1Cl (stereo not drawn)
    8% | -14% | -6% | ? | -14 | ? | 4% | 16% | 2
- O=C(/C=C/c1ccccc1)N/C(=C/c1ccccc1)C(=O)Nc1ccccc1O
    -7% | 0% | 5% | 6%[57.5 µM] | -11 | ? | 0% | 23µM* | -10
- CCOCCCNC(=O)C(c1ccc(C)cc1)N1CCOCC1 (stereo not drawn)
    -1% | 16% | 1% | -23% | -26 | -12% | 3% | 0% | 2
- CCOc1ccc(S(=O)(=O)Nc2ncn[nH]2)cc1
    -5% | -15% | -1% | -8% | -12 | 16% | 0% | ? | -8
- O=C(CCN1CCN(Cc2ccccc2)CC1)Nc1ccc(OCc2ccccc2)cc1
    3% | -20% | -11% | -26% | -8 | ? | -2% | 2.6µM* | 5
- O=C(NC1CCOC1)c1ccc(OC2CCN(CCc3ccccc3)CC2)cc1 (stereo not drawn)
    8% | 0% | 2% | i | -7 | -16% | 15% | 0% | -9
- COc1ccc(CN2C(=O)C(CC(=O)NCc3cccs3)CC(C(=O)N(C(C)C)C(C)C)=C2C)cc1 (stereo not drawn)
    -1% | 24% | -24% | -24% | 22 | -26% | -5% | 11% | 4
- Cc1cc(OCC(O)CN2CCCC2)ccc1C(C)C (stereo not drawn)
    -1% | 0% | -10% | -3% | 5 | ? | -6% | 13% | 0
- Cc1cc(OCC(=O)NNC(=O)c2cnccn2)cc(C)c1Cl
    18µM* | ? | 0% | -8% | 2 | ? | -5% | -4% | 11
- COc1ccccc1NC(=O)c1ccccc1NC(=O)c1ccccc1
    · | -2% | 0% | -16% | · | 5% | · | 0% | 1
- COc1ccc(-c2nnc(SCC(=O)Oc3c(C)cccc3C)o2)cc1OC
    · | 12% | -4% | ? | · | 18% | · | 30% | -2
- CCOC(=O)c1ccc(NC(=O)C2CCN(S(=O)(=O)c3c(C)nn(C)c3C)CC2)cc1
    8% | 11% | 3% | i | -4 | -22% | 5% | -3% | 0
- CC(C)NC(=O)N(C)C[C@H]1Oc2ccc(NC(=O)c3ccncc3)cc2C(=O)N([C@H](C)CO)C[C@@H]1C
    0% | 0% | 3% | -1% | 0 | 4% | -3% | -6% | 7
- Clc1c(OCCCn2ccnc2)ccc2ccccc12
    -2% | -26% | -19% | -3% | -12 | -9% | 18% | -11% | 6
- O=C(N/N=C/c1ccccn1)c1ccc(Br)cc1
    ? | 1% | ? | -57%[inhibitor] | ? | -4% | -19% | 18µM* | -14
- Cc1onc(-c2c(F)cccc2Cl)c1C(=O)N1CCN(c2ncccn2)CC1
    7% | 17% | -10% | -1% | -6 | -23% | -2% | 13% | -3
- Cc1ccc(-c2csc(N/N=C/C=C/c3ccccc3)n2)cc1
    -7% | 1% | 11% | 1%[57.5 µM] | 10 | 8% | -4% | 18% | -4
- CCCCC(c1nc2ccccc2[nH]1)N(C(=O)c1ccccc1)c1ccccc1[N+](=O)[O-] (stereo not drawn)
    0% | 29% | -11% | -19% | -7 | -15% | -4% | 18% | -10
- Cc1nn2c3c(cnc2c1-c1ccccc1)C(=O)CC(c1ccco1)C3 (stereo not drawn)
    -8% | 5% | 1% | -15%[57.5 µM] | 13 | -16% | -1% | -26% | 3
- O=C(c1ccco1)N1C(=O)c2cccc3cccc1c23
    9% | 11% | 24% | -11% | 11 | 22% | 3% | ? | 5
- O=c1c2ccccc2nc(-c2ccc(Cl)cc2)n1CCCCOc1ccc(F)cc1
    · | 3% | 19% | i | · | -1% | · | 3% | 4
- COc1ccc(/C=C/C(=O)C(C)(C)C)cc1OC
    ? | 10% | 6% | -9% | -8 | 1% | 4% | 6% | -1
- Cc1nc2[nH]c(=S)[nH]c2cc1Br
    0% | 23% | 4% | -12% | 4 | 24% | -1% | ? | -2
- C=CCn1c(SCC(=O)Nc2cc(C)cc(C)c2)nnc1-c1cnccn1
    1% | -11% | 5% | -10%[57.5 µM] | 6 | 0% | 1% | 9% | 4
- Clc1ccc(-c2nc(NCCCN3CCOCC3)c3ccccc3n2)cc1
    -2% | -7%[1.82 µM] | ? | i | 75 | ? | 18% | ? | -22
- CC(Oc1ccc(Br)cc1)C(=O)N1CCC(C(N)=O)CC1 (stereo not drawn)
    1% | -7% | 0% | i | 11 | -9% | 2% | -19% | 6
- O=C(Nc1cccc(C(F)(F)F)c1)c1csc(COCCO)n1
    -6% | 18% | -5% | -22% | 0 | 10% | 5% | -2% | -2
- CCC(=O)c1cn(CC(=O)Nc2ccc(C)cc2)c2ccccc12
    -2% | -11% | -1% | -29% | 1 | 3% | -15% | 8% | 2
- O=[N+]([O-])c1cc(C(F)(F)F)ccc1Oc1cccnc1[N+](=O)[O-]
    -2% | -7%[0.397 µM] | -1% | -13% | 10 | 16% | 21% | 10% | -2
- CCC1CCC2(CC1)NC(CO)(CO)CO2 (stereo not drawn)
    -5% | -20% | 10% | -14%[57.5 µM] | -20 | 0% | -4% | 0% | -10
- Cc1cc(/C=C2\SC(=Nc3ccccc3)NC2=O)c(C)n1-c1ccc(S(N)(=O)=O)cc1
    5% | 17% | -8% | -11% | -2 | ? | -25% | ? | -1
- Cc1ccc(CNC(=O)Cn2cnc(C(=O)Nc3ccc(C)c(C)c3)n2)o1
    -4% | 14% | -2% | -10% | 16 | -1% | -2% | 8% | -6
- COc1ccc2cc(C(=O)NCc3ccco3)c(=O)oc2c1
    3% | -15% | -4% | 11% | -10 | 32%[activator] | 0% | -8% | -1
- O=C(NCCCn1ccnc1)C(Cc1ccc([N+](=O)[O-])cc1)N1C(=O)c2ccccc2C1=O (stereo not drawn)
    -2% | -2% | 15% | i | 0 | 2% | 5% | 18% | 2
- O=C(COC(=O)CNC(=O)c1ccccc1)NC(=O)NC1CCCCC1
    -9% | -17% | -10% | 5% | 17 | 47%[activator] | 12% | 23% | 6
